# PhoP inhibition = inhibitors of PhoP regulon expression, primary screen, Salmonella Typhimurium, GFP reporter (AID 1863) | actives 0.16% (n = 300,000) | inhibition, % at 50 µM, or IC50 in µM where a hit was titrated | S. Typhimurium PhoP-regulated promoter GFP reporter, 4 h; higher % means a stronger effect;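 active = inhibition over 29.93%, a cutoff 3 SD above the screen mean, later confirmed by dose response; inconclusive = inhibition over 29.93% but no dose response follow-up; inactive = inhibition at most 29.93% or unconfirmed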;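 note: 0% = low Mg2+ inducing control and 100% = high Mg2+ repressing control; strong numbers were not always called active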
# West Nile virus CPE = West Nile virus antiviral activity, cell-based, CPE readout (AID 1621) | CPE inhibition, % at 10 µM; hits with a dose series show IC50 in µM | West Nile virus-infected cells, CPE inhibition; higher % means a stronger effect | actives 0.02% (n = 290,000); in the data active = a potency from the dose series; inconclusive = CPE inhibition mostly from about 3.7% at the one dose, without a potency; inactive = the rest, 99 in 100 with CPE inhibition below about 2.2%; note: strong numbers were not always called active
# P. falciparum M17LAP = P. falciparum M17LAP inhibitors, primary screen, biochemical, fluorogenic H-Leu-NHMec substrate, 1536-well (AID 1619); Leucine aminopeptidase (Plasmodium falciparum (isolate 3D7)); recombinant M17LAP, H-Leu-NHMec fluorogenic kinetic assay; higher % means a stronger effect; inhibition, % at 30 µM, or IC50 in µM where a hit was titrated; actives 0.38% (n = 220,000);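 active = compound inhibiting the enzyme by more than half at any dose during confirmatory dose-response retesting; inconclusive = strong single-dose inhibitors picked by rank but not retested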;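 note: plate controls were full reaction with DMSO carrier for no effect and no enzyme background for full effect; strong numbers were not always called active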
# PMI inhibition = human PMI inhibitors, high substrate, primary screen, biochemical, fluorescence intensity, high mannose 6-phosphate (AID 1220) | inhibition, % at 20 µM; hits with a dose series show IC50 in µM | Mannose-6-phosphate isomerase (Homo sapiens) | actives 0.66% (n = 190,000) | recombinant PMI enzyme, coupled fluorescence intensity; higher % means a stronger effect; in the data active = inhibition above about 50%
# P. falciparum M1AAP = P. falciparum M1AAP inhibitors, biochemical, fluorogenic H-Leu-NHMec substrate, 1536-well (AID 1445) | Aminopeptidase N (Plasmodium falciparum (isolate 3D7)) | recombinant M1AAP, H-Leu-NHMec fluorogenic kinetic assay; higher % means a stronger effect | inhibition, % at 30 µM, or IC50 in µM where a hit was titrated | actives 0.42% (n = 220,000);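 active = primary inhibition above the hit cutoff, then over 50% inhibition at one or more dose response concentrations, cut at about 23% in these data, passing the limit was not always enough; inconclusive = conflicting primary data, or primary hits not chosen for dose response; inactive = low primary inhibition, or under 50% at every dose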;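 note: plate controls were DMSO full reaction for no effect and no enzyme background for full effect; strong numbers were not always called active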
# ER stress rescue = rescue of cells from ER stress-induced death, primary screen, 384-well, CSM14.1, thapsigargin, ATP luminescence (AID 1222); CSM14.1 thapsigargin-induced death rescue, ATP luminescence; higher % means a stronger effect; cellular ATP content (survival), % at 20 µM; hits with a dose series show EC50 in µM; 190,000 tested, under 10 active;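 active = EC50 below 50 µM in the dose-response confirmation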;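 note: death triggered by thapsigargin at about 15 µM added after 2 h compound pretreatment; cell ATP read after overnight thapsigargin exposure of roughly 18 to 22 hours; normalized against plate controls of thapsigargin alone and 5% DMSO vehicle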
# SIAH1 antagonists = Siah-1 peptide-binding antagonists, primary screen, biochemical, fluorescence polarization, rhodamine-plectin, uHTS (AID 1817). E3 ubiquitin-protein ligase SIAH1 (Homo sapiens). Siah-1 / rhodamine-plectin peptide fluorescence polarization; higher % means a stronger effect. one-dose displacement, % at 20 µM; IC50 in µM for titrated hits. actives 0.02% (n = 290,000);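 active = displacement of at least 50% at 20 µM, with a fluorescence ratio check between 0.3 and a set limit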;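 note: plate controls were Siah plus tracer with DMSO for no effect and tracer alone without Siah for full effect; strong numbers were not always called active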
# Yfh1-depleted yeast = enhancers of respiration in Yfh1-depleted yeast, dose response, Friedreich's ataxia, plus single-dose screen (AID 1465); S. cerevisiae Yfh1-off respiration, WST-1 reduction, 72 h; higher fold induction means a stronger effect; one-dose fold induction at 50 µM; EC50 in µM for titrated hits; actives 0.074% (n = 220,000);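 active = fold induction of absorbance versus untreated yeast above a set limit, then at least 30% activation at any dose in follow-up; inconclusive = repeats straddling the limit, or above it without dose testing; inactive = fold induction below the set limit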;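 note: activators that raise dye reduction in frataxin-depleted yeast; strong numbers were not always called active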
# XIAP displacement = XIAP antagonists, biochemical, IAP family, fluorescence polarization (AID 1018); E3 ubiquitin-protein ligase XIAP (Homo sapiens); XIAP BIR domain, fluorescence polarization peptide displacement; higher % means a stronger effect; displacement, % at 20 µM; hits with a dose series show IC50 in µM; actives 0.007% (n = 200,000); in the data active = displacement above about 50%; note: a part of the inactive calls stands beside numbers as strong as those of hits
# * hit, by the source's call; i = inactive; ? = inconclusive; · = no result given.
SMILES,PhoP inhibition,West Nile virus CPE,P. falciparum M17LAP,PMI inhibition,P. falciparum M1AAP,ER stress rescue,SIAH1 antagonists,Yfh1-depleted yeast,XIAP displacement
CN(C)S(=O)(=O)c1cccc(NC(=O)c2ccc(N3CCOCC3)c([N+](=O)[O-])c2)c1,-3%,0.3%,-3%,9%,8%,-3.4%,2%,i,-9.1%
Cc1ccc(S(=O)(=O)NC(=O)c2cc(C)n(CCCn3ccnc3)c2C)cc1,-17%,0.0%,14%,4%,8%,-0.8%,2%,i,-4.3%
CCc1cccc(NC(=O)CN2C(=O)NC3(CCCCCCC3)C2=O)c1,10%,0.2%,10%,7%,5%,-0.2%,-2%,i,-0.9%
Cc1ccc(/C(O)=C2\C(=O)C(=O)N(CCN(C)C)C2c2ccccc2F)cc1 (stereo unspecified),-6%,0.3%,17%,-2%,17%,0.1%,6%,i,3.6%
CC(=O)CN1Cc2ccccc2/C1=N\C(=O)Nc1ccccc1,8%,1.3%,-2%,1%,-1%,2.0%,1%,i,-5.1%
CC(C)N(CCNC(=O)c1oc(=O)c2ccccc2c1-c1ccccc1)Cc1ccco1,-5%,-0.9%,7%,-3%,8%,2.3%,22%,i,-1.8%
CCN1C(=O)C(CC(=O)Nc2ccc(OC)cc2)N(CCc2ccc(F)cc2)C1=S (stereo unspecified),-4%,-1.4%,-1%,18%,6%,-2.5%,2%,i,-6.2%
O=C(CN1C(=O)C2CC=CCC2C1=O)Nc1nccs1 (stereo unspecified),-5%,0.2%,6%,7%,0%,4.5%,0%,i,-19%
OCCC1CN(Cc2cc3c(cc2Cl)OCO3)CCN1Cc1ccccc1 (stereo unspecified),-2%,-0.5%,-2%,5%,-1%,-1.3%,2%,i,-7.8%
NS(=O)(=O)c1ccc(NC(=O)COC(=O)c2c3c(nc4ccccc24)/C(=C\c2ccc4c(c2)OCO4)CCC3)cc1,21%,0.4%,-10%,42%,7%,-3.0%,-4%,i,-3.7%
CCCCCOc1ccc(NS(C)(=O)=O)cc1,11%,·,10%,6%,2%,-1.1%,3%,·,0.7%
O=C(NC1CCCCCCC1)C1CCN(S(=O)(=O)N2CCC3(CC2)OCCO3)CC1,6%,-0.6%,-7%,-6%,3%,1.5%,4%,i,-2.1%
O=C(CCCCC(=O)N1CCOCCOCCOCC1)OCc1ccccc1,4%,0.8%,-4%,·,-1%,·,0%,i,·
CC(C)C(C)NC(=O)COc1ccc(Sc2ccc(OCC(=O)NC(C)C(C)C)cc2)cc1 (stereo unspecified),-1%,-1.2%,-3%,-7%,-8%,0.2%,-4%,i,-3.6%
Fc1ccc(NC(=S)Nc2cccnc2)cc1,8%,0.1%,-3%,34%,2%,-0.5%,3%,i,-15%
Cc1cccc(Nc2nc(N)nc(CCl)n2)c1C,1%,-0.3%,9%,·,-6%,·,4%,i,·
COC(=O)C1=C(C)NC(=S)NC1c1ccco1 (stereo unspecified),-6%,-0.7%,11%,-4%,15%,-0.9%,1%,i,-0.3%
COc1ccc2c(c1)cc(C(=O)O)n2C,-19%,2.1%,3%,-3%,6%,-0.1%,3%,i,-1.3%
COc1cc(-c2nc3ccc4ccccc4c3c3c2CCC3)cc(OC)c1O,-2%,0.0%,15%,18%,1%,-2.0%,-8%,i,-2.5%
COc1ccc(Cc2nnc(N/N=C(\C)c3ccccc3)[nH]c2=O)cc1OC,-3%,-0.6%,-1%,·,-1%,·,9%,i,·
NC1=NC(=O)/C(=C\c2cc([N+](=O)[O-])ccc2Cl)S1,-1%,-0.9%,-1%,14%,4%,-1.1%,2%,i,-7.4%
Cc1nc(NC(C)C)c2oc3ccccc3c2n1,-1%,-0.5%,2%,0%,4%,1.6%,3%,i,-1.1%
Cc1ccc(C(=O)OCc2nnc(-c3ccccc3)o2)o1,-12%,-0.3%,10%,9%,2%,3.4%,1%,i,-8.2%
CC(=O)Nc1ccc(S(=O)(=O)N2CCN(C3CCCCCCC3)CC2)cc1,4%,-1.3%,8%,-6%,6%,0.7%,-6%,i,1.6%
Cc1noc(C)c1-c1nc(CS(=O)(=O)c2ccc(F)cc2)no1,0%,0.0%,-5%,·,-5%,·,2%,i,·

# (continued)
SMILES,PhoP inhibition,West Nile virus CPE,P. falciparum M17LAP,PMI inhibition,P. falciparum M1AAP,ER stress rescue,SIAH1 antagonists,Yfh1-depleted yeast,XIAP displacement
CCOc1ccc(NC(=O)c2ccc(NC(=O)Cc3n[nH]c(=O)c4ccccc34)cc2)cc1,-9%,-0.5%,3%,·,2%,·,-6%,i,·
CCC(C(=O)Nc1ccc(C)cc1)c1ccccc1 (stereo unspecified),-1%,-0.2%,4%,-1%,6%,-0.2%,3%,i,-3.6%
O=C(NC1CC1)c1ccc2c3c(cccc13)CC2,4%,0.3%,1%,5%,-1%,3.1%,-1%,i,-5.5%
O=C(CSc1nc(O)c(-c2ccccc2)c(=O)[nH]1)N1CCOCC1,6%,-0.1%,12%,-9%,1%,-1.6%,1%,i,-6.1%
CSc1cccc(NC(=O)CN2C(=O)c3ccccc3S2(=O)=O)c1,-7%,0.7%,5.9µM*,10%,8%,-1.2%,0%,i,·
COc1cc(/C=N/S(=O)(=O)CCc2ccccc2)ccc1O,7%,0.1%,21%,14%,16%,0.6%,5%,i,-4.1%
O=C(Nc1ccc(Br)cc1)c1ccc(F)c(S(=O)(=O)NCc2cccs2)c1,30%,-0.8%,6%,-24%,-5%,-1.3%,3%,i,87%
Cc1ccc(-n2nnc(-c3ccnc4ccccc34)n2)cc1,-11%,-0.5%,3%,-25%,0%,-2.2%,4%,i,-1.6%
CCOC(=O)C1(CCOC)CCN(Cc2ccc(C3CCCCO3)s2)CC1 (stereo unspecified),-8%,-1.4%,3%,16%,6%,0.2%,10%,i,-3.9%
CCCNC(=O)C(Cc1ccccc1)NS(=O)(=O)c1ccc2c(c1)CCC(=O)N2 (stereo unspecified),-2%,0.8%,6%,12%,2%,0.5%,-3%,i,-4.2%
CN(C(=O)c1ccc2c(c1)SC1=NS(=O)(=O)CCN12)C(c1ccccc1)c1ccccc1,6%,1.0%,-12%,-1%,0%,-0.6%,4%,i,1.8%
O=C(Cn1c(NCCO)nc2ccccc21)NCC(F)(F)F,3%,0.3%,-12%,·,-4%,·,-3%,i,·
O=C(OCC(=O)N1CCN(C(=O)c2ccco2)CC1)c1cc(-c2ccc(Cl)c(Cl)c2Cl)nc2ccccc12,-13%,?,-7%,1%,10%,0.0%,10%,i,-153%
COc1cccc(N2CCN(C3CC(=O)N(c4ccc(Cl)cc4)C3=O)CC2)c1 (stereo unspecified),-9%,1.6%,3%,-2%,8%,3.5%,0%,i,-4.3%
CCOc1ccc(OCC)c(-c2c(=O)n(OCc3ccc(C(C)(C)C)cc3)c3ccccc3[n+]2[O-])c1,-12%,-0.8%,-6%,14%,3%,-0.5%,4%,i,-2.8%
COc1ccc(C(C)C)cc1S(=O)(=O)Nc1ccccn1,-1%,-0.1%,3%,6%,8%,0.9%,2%,i,-7.3%
CCCCCNC(=O)N[C@H](C(=O)O)C(C)C,-1%,0.1%,7%,-2%,5%,-2.2%,-4%,i,-1.2%
O=C(c1ccco1)N1CCN(C(c2ccccc2Cl)c2nnnn2Cc2cccs2)CC1 (stereo unspecified),-9%,3.0%,-4%,10%,2%,-2.2%,3%,i,-4.4%
C/C(=N/NC(=O)CN1CCN(S(=O)(=O)c2ccc(C)cc2)CC1)c1cccc(O)c1,-1%,-0.1%,-5%,·,-1%,·,6%,i,·
CCOc1ccc(NC(=O)c2c3c(nc4ccccc24)CCC3)cc1,-7%,-0.5%,5%,-13%,0%,-1.3%,-5%,i,-9.0%
COC(=O)Cn1c(CN2CCOCC2)nc2c1c(=O)[nH]c(=O)n2C,4%,-0.1%,0%,-11%,3%,-1.1%,-5%,i,-10%
Cn1ncc2c(Nc3ccccc3Cl)nc(Nc3ccccc3Cl)nc21,-6%,-0.5%,0%,·,4%,·,-2%,i,·
O=c1[nH]c2ccccc2nc1NCCN1CCOCC1,11%,-0.1%,21%,17%,2%,-2.8%,-2%,i,2.1%
O=C(CSc1nnnn1C1CCCCC1)N1c2ccccc2Sc2ccccc21,-6%,-1.3%,6%,-2%,0%,0.3%,1%,i,-13%
NS(=O)(=O)c1ccc(NC(=O)C2Cc3ccccc3C(=O)O2)cc1 (stereo unspecified),4%,-0.2%,2%,-2%,-1%,-0.1%,-5%,i,-10%

# (further entries)
SMILES,PhoP inhibition,West Nile virus CPE,P. falciparum M17LAP,PMI inhibition,P. falciparum M1AAP,ER stress rescue,SIAH1 antagonists,Yfh1-depleted yeast,XIAP displacement
O=C(c1oc2ccccc2c1N1CCCCC1)N1CCCCC1,16%,0.1%,-4%,0%,0%,-1.9%,1%,i,2.2%
CC1(C)CC(=O)c2cn3nc(C(F)(F)F)nc3nc2C1,3%,0.1%,16%,-22%,3%,1.7%,-7%,i,-5.1%
OCCC1CN(Cc2cnc(-c3ccccc3)s2)CCN1Cc1ccccc1 (stereo unspecified),-2%,-1.0%,1%,5%,-8%,0.4%,15%,i,-0.4%
COc1ccc(NC(=O)Cc2c(F)cccc2Cl)cc1,1%,-1.0%,14µM*,-16%,3%,-2.2%,-4%,i,-5.5%
O=C(c1ccc(F)cc1)N1CCCCC(Sc2nnnn2-c2ccccc2)C1=O (stereo unspecified),-3%,-0.1%,-7%,-2%,9%,-5.1%,12%,i,-21%
C/C(=N\NC(=O)Cn1c(C)nc2ccccc21)c1cccs1,-1%,-1.1%,-14%,8%,-2%,1.7%,-6%,i,-8.9%
O=C(CN1CCN(c2ncccn2)CC1)N1CCc2ccccc21,-1%,-0.1%,30%,2%,2%,-4.0%,6%,i,-2.0%
O=C(CN1CCN(c2ccccc2)CC1)Nc1ccccc1Cl,-11%,-0.8%,2%,6%,1%,1.5%,0%,i,-4.2%
COc1ccc(-c2nn(C)c(=O)c3ccccc23)cc1NC(=O)Cn1nc(C)c2ccccc2c1=O,-10%,1.0%,7%,13%,4%,·,1%,i,-22%
O=C(Cn1c(C(F)(F)F)nc2ccccc21)c1ccc(F)cc1,-3%,·,-1%,-4%,-3%,-1.5%,-1%,·,-2.0%

# Assay outcomes (PubChem BioAssay)

# The order is random; any-hit rate near 1.6%.
